CendR NRP1 mod: modulators of CendR peptide binding to human neuropilin-1; O14786; FAM-RPARPAR peptide binding to NRP-1, fluorescence polarization; inhibition, % at 25 µM; 360,000 compounds, 0.85% hits; AID 602438;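 active means inhibition or corrected inhibition above about 18%, plus a signal ratio from 0.5 to 1.5, limit read from the data, passing the limit was not always enough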; further: strong numbers were not always called active
Target sequence (O14786 whole entry, looked up): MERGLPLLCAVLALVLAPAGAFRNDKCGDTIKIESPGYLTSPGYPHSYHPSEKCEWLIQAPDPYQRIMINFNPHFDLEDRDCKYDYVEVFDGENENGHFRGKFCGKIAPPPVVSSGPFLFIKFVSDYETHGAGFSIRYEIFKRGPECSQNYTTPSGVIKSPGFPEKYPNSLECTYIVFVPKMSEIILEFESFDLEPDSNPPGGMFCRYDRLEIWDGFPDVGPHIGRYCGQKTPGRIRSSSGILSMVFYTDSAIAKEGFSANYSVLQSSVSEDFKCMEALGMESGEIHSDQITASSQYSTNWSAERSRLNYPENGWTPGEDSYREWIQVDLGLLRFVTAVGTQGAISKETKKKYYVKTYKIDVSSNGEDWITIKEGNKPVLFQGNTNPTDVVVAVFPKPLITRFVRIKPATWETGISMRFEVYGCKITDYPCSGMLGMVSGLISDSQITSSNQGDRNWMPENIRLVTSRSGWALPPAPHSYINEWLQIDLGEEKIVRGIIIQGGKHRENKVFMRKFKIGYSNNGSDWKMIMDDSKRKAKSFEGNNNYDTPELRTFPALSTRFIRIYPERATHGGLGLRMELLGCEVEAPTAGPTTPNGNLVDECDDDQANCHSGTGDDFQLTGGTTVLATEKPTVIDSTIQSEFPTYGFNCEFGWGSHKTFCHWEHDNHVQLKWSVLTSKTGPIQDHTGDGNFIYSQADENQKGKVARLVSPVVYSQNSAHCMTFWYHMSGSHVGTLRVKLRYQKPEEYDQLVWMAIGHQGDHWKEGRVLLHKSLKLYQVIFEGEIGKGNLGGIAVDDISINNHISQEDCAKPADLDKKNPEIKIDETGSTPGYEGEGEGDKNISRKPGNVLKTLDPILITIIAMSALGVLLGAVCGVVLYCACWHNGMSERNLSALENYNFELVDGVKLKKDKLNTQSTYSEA
Scp-1 inhibitor: inhibitors of human Scp-1 phosphatase; Q9GZU7; Recombinant Scp1, phosphopeptide, malachite green phosphate absorbance; inhibition, % at 20 µM; 340,000 compounds, 0.88% hits; AID 493091;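 active means inhibition above about 50% at 20 µM, limit read from the data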;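 further: plate controls were DMSO wells with enzyme for no effect and wells lacking enzyme for full effect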
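Assay system: SCP-1 catalytic fragment, aa 76-261 | Buffer or medium: Tris acetate buffer pH 5.5 with MgCl2 and Tween-20 | Compound: One concentration, 20 µM, with 1.0% DMSO | Also added: Phospho 17-mer peptide substrate | Signal: Absorbance at 630 nm | Incubation: 45 min enzyme reaction at room temperature | Measure: % inhibition of SCP-1 phosphate liberation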
SKN-1 inh: inhibitors of C. elegans SKN-1; inhibition, % at 21.8 µM; AID 624304; 360,000 compounds, 0.49% hits; C. elegans VP596 Pgst-4::GFP/RFP ratio, acrylamide-induced, 24 h;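 active means interference check ratio from 0.5 to 1.5 plus GFP to RFP signal ratio inhibition reaching or exceeding a fixed threshold, cut at about 30% in these data, passing the limit was not always enough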; further: some compounds called inactive have numbers as strong as hits
LMPTP block: blocks human LMPTP phosphatase | 360,000 compounds, 0.22% hits | P24666 | AID 651560 | inhibition, % at 20 µM | recombinant LMPTP-A, OMFP fluorogenic substrate, fluorescence intensity;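 active means compounds that cut the enzyme signal by at least half of the control window in the single-dose screen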;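 further: plate controls were DMSO wells with enzyme plus substrate for no effect and substrate without enzyme for full effect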
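Test system – LMPTP-A enzyme · Amount – LMPTP-A at 0.625 nM final in the reaction · Buffer or medium – Bis-Tris pH 6.0, DTT, detergent · Reagent – OMFP 400 µM · Doses – single 20 µM dose · Schedule – reaction 50 min, room temperature, dark · Detection – fluorescence intensity of OMFP turnover product · Evaluation – percent inhibition versus substrate-only and uninhibited controls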
NadD block: NadD (S. aureus) enzyme inhibition. purified NadD enzyme, colorimetric absorbance read-out. inhibition, % at 20 µM. 360,000 compounds, 0.78% hits. AID 602399; in the data active means inhibition above about 26%; further: some compounds past the cut are filed as inactive
DNMT1 inh: DNMT1 (human) enzyme inhibition | P26358 | DNMT1 molecular beacon, Hinp1I cleavage, fluorescence | inhibition (reported as % activation of signal), % at 10 µM | 360,000 compounds, 0.83% hits | AID 588458; in the data active means inhibition above about 50%
Tb MetRS inh: blocks T. brucei methionyl-tRNA synthetase activity; inhibition, % at 11.9 µM; purified T. brucei MetRS, ATP depletion, Kinase-Glo luminescence; 360,000 compounds, 0.4% hits;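 active means inhibition above a per-plate cutoff of the control wells' mean inhibition plus 3 SD, cut at about 5.5% in these data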;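 further: 0% = DMSO wells median and 100% = median of wells with control inhibitor compound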
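Material – parasite MetRS enzyme · Medium – HEPES-MgCl2-KCl buffer plus DTT, spermine, BSA, pyrophosphatase · Reagent – ATP, methionine and E. coli bulk tRNA substrates · Times – 15 min enzyme-compound preincubation, 2 h reaction, 10 min detection, 25 °C · Measured by – luminescence of leftover ATP · Evaluation – percent inhibition relative to median high and low control wells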
Neddylation inh: cullin neddylation inhibition; calls only at 25 µM; TR-FRET cullin neddylation, biochemical; 360,000 compounds, 0.58% hits; AID 651699; in the data active means inhibition above about 36%
STEP inh: blocks human striatal-enriched tyrosine phosphatase; inhibition, % at 20 µM; recombinant STEP, OMFP fluorogenic substrate, fluorescence; P54829; AID 588621; 360,000 compounds, 0.25% hits;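 active means inhibition at 20 µM, scaled per plate between control wells, above about 37%, limit read from the data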;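 further: 0% = DMSO with enzyme and substrate and 100% = substrate only without enzyme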
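System: isolated STEP enzyme; schedule: 20 min enzyme reaction at room temperature, protected from light; medium: Bis-Tris buffer pH 6.0, 2.5 mM DTT, 0.005% Tween 20; signal: fluorescence, 480/540 nm; dosing: single compound dose of 20 µM, 1% DMSO final; also added: OMFP substrate, 25 µM final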
SUMO1-SIM PPI: modulators of human SUMO1-mediated protein-protein interactions; P63165; SUMO1 binding to a labelled peptide, TR-FRET, 1 h; inhibition, % at 20 µM; 360,000 compounds, 0.33% hits; in the data active means inhibition above about 37%
Target sequence (P63165 whole entry, looked up): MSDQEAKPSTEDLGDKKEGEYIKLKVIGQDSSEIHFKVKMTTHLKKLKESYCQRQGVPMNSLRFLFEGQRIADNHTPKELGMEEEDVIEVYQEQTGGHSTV
Active calls of the source: *; i = inactive; . = not tested or not shown.

SMILES | CendR NRP1 mod | Scp-1 inhibitor | SKN-1 inh | LMPTP block | NadD block | DNMT1 inh | Tb MetRS inh | Neddylation inh | STEP inh | SUMO1-SIM PPI
COC(=O)c1ccccc1-c1ccc(/C=N/NC(N)=O)o1 | 2 | -5 | 6 | -0.8 | 0 | 0 | 1.3 | i | 2 | -11
Cc1ccc(S(=O)(=O)N2CCC(C(=O)OCC(=O)N3CCc4ccccc43)CC2)cc1 | -3 | -5 | -18 | 0.8 | -1 | -5 | -0.4 | i | 0 | -2
Cn1c(=O)c2c(SCc3c(F)cccc3Cl)nc(CC(C)(C)C)nc2n(C)c1=O | 2 | -12 | 15 | 1.7 | 0 | 1 | 0.6 | i | 0 | 4
COc1cccc(OC)c1C(=O)OCC(=O)NCc1ccco1 | -8 | -1 | -9 | -0.8 | -3 | 4 | -0.4 | i | -1 | 0
O=C(CNC(=O)C1COc2ccccc2O1)N/N=C\c1cccc(O)c1 (stereo unspecified) | 5 | 4 | -6 | -1.8 | -6 | 4 | 3.9 | i | -3 | 7
CCN1C[C@@H]2[C@@H]3C(=O)N(C)C(=O)[C@@H]3[C@](C)(C1=O)N2C(=O)c1ccc(C(F)(F)F)cc1 | 4 | -11 | -2 | -0.8 | -5 | 2 | -0.3 | i | 1 | -1
CCOc1ccc(C(=O)NC2CCN(C(=O)Nc3ccc(F)cc3)CC2)cc1 | 7 | -5 | -3 | -1.6 | -6 | 2 | -0.1 | i | 1 | 6
Cc1occc1C(=O)NNS(=O)(=O)c1ccc([N+](=O)[O-])cc1 | 6 | 1 | 1 | 1.0 | -14 | -1 | -0.2 | i | 1 | -23
COC(=O)CNC(=O)CSc1nnc(C)c(=O)[nH]1 | 5 | -10 | -1 | -0.8 | -2 | 0 | 0.0 | i | -1 | 0
Cc1cccc(Nc2nc(C)nc3c2oc2ccccc23)c1 | 5 | -7 | 4 | 2.3 | -7 | 1 | -0.2 | . | -3 | 7
O=C(NCc1ccc2c(c1)OCO2)C1CCCN1S(=O)(=O)c1ccc(F)cc1 (stereo unspecified) | -3 | -6 | -7 | -1.1 | -1 | -1 | -0.2 | i | 1 | 2
O=C(CCS(=O)(=O)c1ccccc1)N1CCN(c2cccc(C(F)(F)F)c2)CC1 | 6 | -7 | -6 | -0.1 | 2 | 2 | -0.2 | i | 0 | -1
COc1cc(OC)c(C2N(c3ccc(Cl)cc3)C(=O)C3CCCN32)cc1OC (stereo unspecified) | -24 | 0 | 15 | -0.2 | 6 | -6 | 0.0 | i | -2 | 3
C=CCC[C@H](Cc1ccc(F)cc1)C(=O)OC[C@@H](NC(=O)[C@@H](CC=C)CC(=O)N(CCO)Cc1ccccc1)C(C)(C)C | -3 | 1 | -8 | 5.1 | 6 | -13 | -0.4 | i | 2 | -1
O=C(/C=N/O)Nc1ccccc1 | 4 | 4 | 5 | 1.4 | -8 | 1 | -0.4 | i | -7 | -3
O=C(/C=C/c1ccccc1)Nc1cccc(C(=O)NCCCCc2ccccc2)c1 | 6 | -12 | -5 | 4.9 | -1 | -9 | -0.4 | i | -1 | 2
COC(=O)C1CCN(C(c2ccc(OC)c(OC)c2)c2sc3nc(C)nn3c2O)CC1 (stereo unspecified) | 2 | -8 | 3 | -1.5 | -2 | 2 | 1.2 | i | -2 | -3
Cc1ccc(N2C(=O)NC(NS(=O)(=O)c3ccc(C)cc3)(C(F)(F)F)C2=O)cc1 (stereo unspecified) | 9 | -3 | 9 | -1.7 | 5 | -3 | -0.1 | i | -2 | 0
CCCC(=O)NC(c1ccccc1)c1ccc2cccnc2c1O (stereo unspecified) | -2 | -17 | 10 | 1.7 | 5 | -6 | -1.6 | i | 6 | -10
Cc1ccc(C)c(NC(=O)CCc2ccc(S(=O)(=O)NC3CCCCC3)cc2)c1 | 5 | -18 | -1 | -0.4 | -6 | -1 | -1.3 | i | -6 | 1
CCC1CCCCN1S(=O)(=O)c1ccc(NC(=O)c2cccnc2)cc1 (stereo unspecified) | -2 | 4 | 24 | 0.0 | -2 | -2 | 0.7 | i | 2 | -9
Cc1ccc(C)c(N2N=C(C(=O)Nc3ccc(S(=O)(=O)N4CCCC4)cc3)CCC2=O)c1 | 2 | -3 | 12 | -0.4 | 6 | -7 | 0.1 | i | 2 | -3
Cc1ccc(C(=O)N/C(=C\c2ccccc2)C(=O)NCc2cccnc2)cc1 | 2 | -3 | -4 | 0.6 | -3 | -1 | -0.6 | i | 0 | 1
CC(=O)c1cccc(-c2ccnc3c2CC(C(=O)Nc2cccc(NS(C)(=O)=O)c2)O3)c1 (stereo unspecified) | -18 | . | 0 | -0.7 | 1 | 4 | -0.2 | i | -2 | -3
CN1CCN(S(=O)(=O)c2ccc(NC(=O)COc3ccccc3)cc2)CC1 | -12 | -2 | -2 | -0.2 | -6 | -2 | -0.8 | i | -1 | -4

Reprinted from the listing (two entries):
SMILES | CendR NRP1 mod | Scp-1 inhibitor | SKN-1 inh | LMPTP block | NadD block | DNMT1 inh | Tb MetRS inh | Neddylation inh | STEP inh | SUMO1-SIM PPI
COC(=O)c1ccccc1-c1ccc(/C=N/NC(N)=O)o1 | 2 | -5 | 6 | -0.8 | 0 | 0 | 1.3 | i | 2 | -11
Cc1ccc(S(=O)(=O)N2CCC(C(=O)OCC(=O)N3CCc4ccccc43)CC2)cc1 | -3 | -5 | -18 | 0.8 | -1 | -5 | -0.4 | i | 0 | -2

(listing goes on)
SMILES | CendR NRP1 mod | Scp-1 inhibitor | SKN-1 inh | LMPTP block | NadD block | DNMT1 inh | Tb MetRS inh | Neddylation inh | STEP inh | SUMO1-SIM PPI
CCNC(=O)N1CCC(n2nccc2NC(=O)CCCc2ccccc2)CC1 | 15 | -8 | -19 | -0.3 | -3 | -2 | -0.5 | i | 1 | 5
CC1(C(=O)NS(=O)(=O)c2ccc3c(c2)CCO3)CCN1C(=O)COc1ccc(Cl)cc1 (stereo unspecified) | 2 | . | 19 | -3.1 | -8 | 85* | 0.2 | i | -2 | 2
Cc1cc(Nc2ccc(C)c(C)c2)c2ccccc2n1 | 3 | -2 | 28 | 41 | -6 | 2 | 0.4 | i | -1 | -2
NS(=O)(=O)c1ccc(NC(=S)NC(=O)c2ccc3c(c2)OCO3)cc1 | -4 | -7 | 9 | 0.4 | -4 | -3 | -0.1 | i | -3 | -1
COc1ccc2cc3cc(C(=O)N4CCN(c5ccccn5)CC4)oc3nc2c1 | 14 | -7 | -5 | 2.9 | -1 | 3 | -0.4 | i | 2 | -32
O=C(Nc1cc(C(F)(F)F)ccc1N1CCOCC1)c1cccnc1Cl | 10 | 1 | -6 | -1.8 | -18 | 2 | -1.3 | i | 0 | -4
O=C(NC1CCCC1)C1CCC(=O)N1C1CCCC1 (stereo unspecified) | -1 | 1 | 3 | -2.0 | 2 | 2 | -1.2 | i | -2 | 0
CC1CCCCN1C(=O)c1cccc(NC(=O)c2ccccc2)c1 (stereo unspecified) | 3 | -6 | 4 | -0.8 | -5 | 3 | -0.7 | i | -3 | -5
O=C(NCC1CC1)c1ccc(Nc2nc3ccc(Br)cc3[nH]2)cc1 | -1 | 4 | -7 | -2.4 | 10 | 25 | 7.3* | . | -1 | 15
COc1ccc(CNS(=O)(=O)c2cc3c(cc2C)N(C)CCO3)cc1 | -2 | -8 | -14 | -0.8 | -3 | 3 | 0.3 | i | 5 | 5
O=C(COC(=O)c1ccc(O)cc1)Nc1cccc(S(=O)(=O)N2CCCCC2)c1 | 16 | -4 | -10 | 1.6 | -7 | -2 | 0.7 | i | -4 | 14
COc1ccccc1/C=N/NC(=O)c1nnn(-c2nonc2N)c1CSC1=NCCS1 | -8 | 3 | -17 | 1.3 | 3 | 6 | -0.8 | i | -2 | 1
COc1cccc(NC(=O)c2nn(C)c(C(=O)Nc3cccc(OC)c3)c2[N+](=O)[O-])c1 | -3 | -10 | 12 | 0.7 | -6 | 0 | -0.9 | i | 0 | -12
CC1(C)CC2(CCO1)CNC(=O)O2 (stereo unspecified) | 10 | 12 | -27 | -1.2 | -1 | -2 | -0.9 | i | 0 | 5
O=[N+]([O-])c1cc(S(=O)(=O)N2CCOCC2)ccc1NS(=O)(=O)c1ccccc1 | -2 | 5 | 11 | -1.7 | -4 | 2 | -0.3 | i | -3 | -4
CC1(c2nnc(-c3ccc(F)cc3)o2)CC(c2cccnc2)=NO1 (stereo unspecified) | -10 | -2 | 15 | 0.1 | -3 | 1 | -0.2 | i | 2 | -1
COCc1nnc(NC(=O)c2ccc(S(=O)(=O)N(C)Cc3ccccc3)cc2)o1 | 4 | -5 | 7 | -0.9 | 7 | 0 | 0.2 | i | 2 | -2
CCN(c1ccccc1)S(=O)(=O)c1cccc(C(=O)NCC(c2ccc(F)cc2)N2CCOCC2)c1 (stereo unspecified) | -16 | -7 | 12 | -8.7 | -1 | -9 | -0.3 | i | -4 | -54
COC(=O)CSc1nc2ccc(N)cc2s1 | -14 | 1 | 19 | 0.0 | -1 | -11 | -0.6 | i | -2 | -2
Cc1ccc(C(=O)NCC(=O)OCC(=O)NC2CCCC(C)C2C)s1 (stereo unspecified) | 0 | 6 | 5 | 0.6 | 1 | 4 | -0.5 | i | 5 | 1
O=C(CCCCn1c(=O)[nH]c2ccsc2c1=O)NCCc1ccccc1 | -17 | -13 | -5 | -0.4 | -2 | -1 | -0.1 | i | 1 | -2
O=C(Nc1ccc(C(=O)Nc2ccccc2Cl)cc1)c1cccnc1 | -11 | -9 | 9 | 0.9 | 0 | 2 | -0.4 | i | 1 | -1

Whole records, looked up by structure.
CCNC(=O)N1CCC(n2nccc2NC(=O)CCCc2ccccc2)CC1 across the screens: CendR NRP1 mod = 15; Scp-1 inhibitor = -8; SKN-1 inh = -19; LMPTP block = -0.3; NadD block = -3; DNMT1 inh = -2; Tb MetRS inh = -0.5; Neddylation inh = i; STEP inh = 1; SUMO1-SIM PPI = 5
O=C(Nc1ccc(C(=O)Nc2ccccc2Cl)cc1)c1cccnc1 across the screens: CendR NRP1 mod = -11; Scp-1 inhibitor = -9; SKN-1 inh = 9; LMPTP block = 0.9; NadD block = 0; DNMT1 inh = 2; Tb MetRS inh = -0.4; Neddylation inh = i; STEP inh = 1; SUMO1-SIM PPI = -1

Screening data deposited in PubChem BioAssay by several laboratories.
